C1s block: human complement C1s inhibition | P09871 | purified C1s, fluorogenic AMC substrate, pooled mixtures | mean inhibition % of two 10-compound mixtures (stronger effect = higher value), % at 5 µM (by protocol) | 62,000 compounds, 0.16% hits;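 active = inhibition above 20% in each of the two 10-compound mixture wells holding the compound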;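 also: 0% = enzyme wells lacking compound mixture and 100% = no-enzyme blank wells; some compounds called inactive have numbers as strong as hits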
CatG inh: inhibitors of human cathepsin G. inhibition, % at 5 µM (by protocol). 62,000 compounds, 0.2% hits. P08311. purified enzyme, AMC-tetrapeptide fluorescence, pooled mixtures. AID 581;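 active = inhibition above 20% in each of the two mixture wells holding the compound; inactive = inhibition of 20% or less in either well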;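 also: 0% = enzyme control without mixture and 100% = blank lacking enzyme; strong numbers were not always called active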
Target sequence (P08311 21-244 limits assumed): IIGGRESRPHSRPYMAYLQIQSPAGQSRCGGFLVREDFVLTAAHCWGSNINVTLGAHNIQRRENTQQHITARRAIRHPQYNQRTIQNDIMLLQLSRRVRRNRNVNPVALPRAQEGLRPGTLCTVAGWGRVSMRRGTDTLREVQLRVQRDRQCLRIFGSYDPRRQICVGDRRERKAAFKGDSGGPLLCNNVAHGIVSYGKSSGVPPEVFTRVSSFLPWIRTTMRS
CatB mixtures: human cathepsin B inhibition by mixtures; inhibition, %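 (ten-compound pools at 5 µM per compound and 50 µM total)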; P07858; 62,000 compounds, 0.06% hits; Purified cathepsin B, AMC dipeptide fluorescence, compound mixtures; AID 488; in the data active = inhibition above about 22%, passing the limit was not always enough;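 also: 0% = enzyme without compound and 100% = no enzyme blank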
CatS inh: blocks human cathepsin S protease activity; P25774; recombinant cathepsin S, AMC dipeptide fluorescence, pooled mixtures; inhibition, %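 (tested at 5 µM per compound within 10-compound mixtures)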; 62,000 compounds, 0.06% hits; AID 501; in the data active = inhibition above about 32%, passing the limit was not always enough;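 also: 0% = enzyme without compound and 100% = blank without enzyme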
CatB block: human cathepsin B inhibition; P07858; purified cathepsin B, fluorogenic substrate, fluorescence; inhibition, %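 (tested at 10 µM)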; 63,000 compounds, 0.1% hits; AID 453; in the data active = inhibition above about 21%;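 also: 0% = enzyme with no compound and 100% = no enzyme blank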
FXIa mix inh: blocks human factor XIa in pooled compound mixtures. purified FXIa, fluorogenic substrate. AID 680. 62,000 compounds, 0.19% hits. P03951. inhibition, % at 5 µM;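 also: each value is inhibition by a whole ten-compound pool holding the compound; 0% = enzyme with no mixture and 100% = wells lacking enzyme; strong numbers were not always called active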
FXIIa inh mix: factor XIIa (human) inhibition, mixture screen | 62,000 compounds, 0.2% hits | inhibition, % at 5 µM | P00748 | purified FXIIa, fluorogenic substrate, pooled mixtures | AID 684;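 also: 0% = enzyme without compound and 100% = no enzyme blank; some results filed as inactive read as strong as hits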
Target sequence (P00748 20-372 limits assumed): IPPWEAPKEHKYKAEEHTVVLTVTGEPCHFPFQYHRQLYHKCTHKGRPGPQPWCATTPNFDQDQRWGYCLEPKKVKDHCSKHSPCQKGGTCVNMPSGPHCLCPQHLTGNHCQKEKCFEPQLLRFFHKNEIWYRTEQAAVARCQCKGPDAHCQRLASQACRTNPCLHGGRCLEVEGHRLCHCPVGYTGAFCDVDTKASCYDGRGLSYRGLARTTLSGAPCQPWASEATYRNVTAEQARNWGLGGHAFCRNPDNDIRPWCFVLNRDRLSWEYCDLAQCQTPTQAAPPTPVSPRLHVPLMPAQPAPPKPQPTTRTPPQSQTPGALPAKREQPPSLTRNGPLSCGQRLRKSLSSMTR
Target sequence (P00748 373-615 limits assumed): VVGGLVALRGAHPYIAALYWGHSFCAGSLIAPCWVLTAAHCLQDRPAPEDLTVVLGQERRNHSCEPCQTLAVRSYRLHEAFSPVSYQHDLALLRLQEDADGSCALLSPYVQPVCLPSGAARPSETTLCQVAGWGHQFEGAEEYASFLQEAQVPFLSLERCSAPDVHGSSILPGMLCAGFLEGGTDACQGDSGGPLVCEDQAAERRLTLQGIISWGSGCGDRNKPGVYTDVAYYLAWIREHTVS
AP ELISA ortho: orthogonal test for alternative complement pathway inhibitors; Human serum alternative complement pathway, LPS-coated ELISA, C3 deposition; tested in compound mixtures; inhibition, % at 5 µM; 62,000 compounds, 0.08% hits; AID 1235;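 active = inhibition above 30% in each of the two pooled mixtures holding the compound, so the lower value exceeds 30%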;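 also: 0% = serum in Mg-EGTA without compound and 100% = EDTA serum blank; some compounds past the cut are filed as inactive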
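Test system: human serum complement alternative pathway, C3 deposition onto LPS / Medium: Mg2+-EGTA GVB++ buffer containing human serum at 1:15 dilution / Probe or stimulus: Plate-bound LPS / Times: 1 h at 37 °C / Signal: ELISA with HRP anti-human C3 antibody, TMB substrate, absorbance 450 nm / Measure: percent inhibition / Repeats: two pool placements per compound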
CatL block: blocks human cathepsin L protease activity | P07711 | purified cathepsin L, fluorogenic substrate, fluorescence | inhibition, %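 (tested at 10 µM)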 | 58,000 compounds, 0.17% hits; in the data active = inhibition above about 45%;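 also: 0% = enzyme with no compound and 100% = no enzyme blank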
* = called active by the depositor; . = no result given. Rule as the data show it, unless noted: active = inhibition above about 20% (passing the limit was not always enough); inactive = the rest. Not all compounds are listed; count on the stated rates, not on these rows.

The line under a structure holds: C1s block, CatG inh, CatB mixtures, CatS inh, CatB block, FXIa mix inh, FXIIa inh mix, AP ELISA ortho, CatL block
1) Cc1cc(C)c(C#N)c(SCC(=O)N(C)C2CCCCC2)n1
 : -18, -3, 3, -1, -4, 1, 1, -2, -4
2) COc1ccc(NC(=O)C2Cc3ccccc3CN2C(=O)c2ccccc2)cn1 (centres undefined)
 : -2, 1, 0, 3, 2, 6, 2, 0, .
3) Cn1c(C(=O)N2CCCC(C(=O)O)C2)cc2sccc21 (centres undefined)
 : 14, 5, 4, 0, 6, 8, -2, 17, 8
4) Cc1cc(C)c(C)c(S(=O)(=O)NCc2cccnc2)c1C
 : 45, 0, -1, 13, 6, 6, 1, -1, 22
5) O=c1cc(CSc2nc3cc(Cl)ccc3o2)nc2sccn12
 : -1, 0, -7, -4, -3, 9, -1, 12, -4
6) O=C(CC(=O)Nc1ccccn1)Nc1ccccn1
 : -32, -15, -1, 4, -1, -3, 3, -21, 17
7) COc1cc2[nH]c(=O)n(CCC(=O)N3CCN(c4cccc(C)c4C)CC3)c(=O)c2cc1OC
 : -31, -2, 1, 2, -6, 1, 9, 11, 4
8) Cc1cc(C)nc(/N=C2\NC(=O)CC3C(=O)NCCN23)n1 (centres undefined)
 : -41, -11, 6, 8, 10, 5, 5, -3, -1
9) O=C1CCCC2=C1C(c1ccccc1O)C1=C(CCCC1=O)O2
 : 15, 10, 3, -2, 1, 8, -18, -4, -6
10) Cc1cnc(C(=O)OCC(=O)Nc2ccc(Oc3ccccc3)cc2)cn1
 : -10, -10, 5, 18, 3, -3, 3, -16, -2
11) CS(=O)(=O)N(CC(=O)N1CCN(Cc2ccc3c(c2)OCO3)CC1)c1ccc2c(c1)OCO2
 : -46, -13, 7, 10, 9, 2, 5, -2, 0
12) Cc1ccc(NC(=O)N2CCC(c3nc4c(nnn4Cc4cccc(Cl)c4)c(=O)[nH]3)CC2)cc1
 : -9, -43, 0, 3, 2, -4, 2, 7, 11
13) CCNC(=O)CN(Cc1ccccc1)S(=O)(=O)c1ccccc1
 : -38, -13, -1, -4, 1, -4, 9, -5, .
14) Cc1ccc(-c2nc3c(=O)n(C)c4ccccc4c3o2)cc1
 : -54, 12, -2, 5, 0, 9, 2, 11, -5
15) Cc1cccc(C(=O)O)c1NC(=O)c1ccc(F)cc1
 : -9, -10, 44, 9, 13, 0, 13, 4, 6
16) CC(C)CCn1c(N2CCC(C(N)=O)CC2)nc2c1c(=O)[nH]c(=O)n2C
 : 4, 3, 8, -1, -2, 6, 8, 9, -6
17) O=C(NCC(=O)N1CCC(N2CCCCC2)CC1)C1CCCCC1
 : -15, -9, 2, 15, 5, -6, 9, -8, 4
18) Cc1cc(NC(=O)CCC(=O)N(CC2CCCO2)C(C(=O)NC2CCCC2)c2ccccc2C)no1 (centres undefined)
 : -15, 8, 7, 7, 3, -1, 9, 2, 12
19) CCOC(=O)c1cnc2c(Cl)c(Cl)ccc2c1N1CCN(C)CC1
 : 11, 12, 13, 6, 3, 11, 3, -1, 10
20) CCN1C(=O)c2cccc3c(NC(=O)c4ccc(S(=O)(=O)N(C)C)cc4)ccc1c23
 : 3, 10, -7, -3, 2, 0, -3, 4, -2
21) Cc1ccc(-n2c(N)c(C(=O)N3CCOCC3)sc2=S)cc1
 : -63, -12, -3, -19, -4, -3, -19, 8, -2
22) CCOc1ccc(C2C(C(=O)Nc3ccc(F)cc3)=C(C)Nc3nc(CCCO)nn32)cc1 (centres undefined)
 : 3, 10, 1, 7, 0, -4, -16, 4, 19
23) COC(=O)CN(c1ccc(F)cc1)S(=O)(=O)c1ccc2c(c1)OCCO2
 : -1, -1, 3, 23, -2, 8, -18, -8, .
24) COc1ccccc1N1CCN(C(c2cccs2)c2nnnn2C2CCCC2)CC1 (centres undefined)
 : -46, -15, -10, -23, 1, -12, 10, 7, -6
25) COc1cc(NS(=O)(=O)N2CCCC2)cc(OC)c1OC
 : -6, 3, 1, 5, 1, -4, 2, -1, 17
26) COc1ccc(NC(=O)CSc2nnc(COc3ccccc3)n2Cc2ccco2)cc1OC
 : 5, 9, 5, 16, 2, 3, 6, 8, 9
27) CCc1nnc(NC(=O)CSc2nnc(-c3ccco3)n2C)s1
 : 16, 12, 3, -11, -2, 9, -14, 14, -4
28) O=C(NCc1ccccc1)NC(=O)c1ccncc1
 : -21, -6, -1, 6, 3, -14, 9, 4, -2
29) O=C(O)CCCC(=O)Nc1ccc(C(=O)N2CCCCC2)c(Cl)c1
 : -5, -1, -2, 8, -3, 6, 4, 15, 15
30) CCCOc1ccc(N2C(=O)CC(SCCN)C2=O)cc1 (centres undefined)
 : 11, 2, -2, 6, 2, -5, 4, 18, -3
31) Cn1c(Cc2ccccc2)nnc1SCC(=O)Nc1ccc2c(c1)OCO2
 : 13, 10, 4, -1, 2, 6, 2, 11, -4
32) CCOC(=O)N1CCN(C(=O)c2ccc(NC(=O)c3ccc(C)cc3)cc2)CC1
 : 2, -2, -1, -4, -1, 6, 6, -4, 1
33) c1ccc(OCCCn2nnc(-c3ccncc3)n2)cc1
 : -64, -39, -26, -49, 1, -67, 10, 8, 7
34) O=C(c1ccco1)N1CCn2c1nc1ccccc12
 : 18, 13, 4, -3, -2, 5, -1, 15, -9
35) S=c1[nH]nc(C2COc3ccccc3O2)o1 (centres undefined)
 : -3, -1, -1, 2, -4, 1, 2, -1, 11
36) COc1ccc(Cn2c(C3CC3)nc3ccc(NC(=O)c4ccco4)cc3c2=O)cc1
 : 6, 1, 6, 5, -2, 11, 4, 8, -19
37) CN(Cc1ccccc1)S(=O)(=O)c1ccc(C(=O)Nc2nnc(C3CC3)o2)cc1
 : 12, 10, 2, -2, 4, 7, -4, 21, 10
38) O=C(Cc1ccccc1)NCCCN1CCN(CCCNC(=O)Cc2ccccc2)CC1
 : -29, -14, 4, 10, 7, -1, 5, -13, 2
39) Cc1ccccc1NCN1C(=O)C2C3C=CC(C3)C2C1=O (centres undefined)
 : 22, -9, 3, 11, 2, -1, 1, -11, 4
40) Cc1noc(C)c1S(=O)(=O)N1CCN(C(c2ccccc2)c2ccc(Cl)cc2)CC1 (centres undefined)
 : -74, -4, -5, -12, 0, -21, 2, 22, -3
41) COc1cccc(N2CC(O)Cn3c2nc2c3c(=O)n(CCCc3ccccc3)c(=O)n2C)c1 (centres undefined)
 : 16, 9, 2, -15, 1, 4, 4, 22, 6
42) CN(C)S(=O)(=O)n1cnc(-c2ccccc2)c1-c1ccccc1
 : -34, -9, -18, -20, 2, -26, 4, 12, 10
43) O=C(NC1CCCCC1)C(c1ccc(Cl)cc1)N(C(=O)c1cnccn1)c1ccc2c(c1)OCO2 (centres undefined)
 : 13, 13, 2, 10, 2, 7, 7, 0, -1
44) COc1ccc(/C(C)=N\n2cnnc2)cc1
 : 0, -1, -2, -4, -2, 1, 5, 4, 2
45) Cc1cc(NC(=O)COC(=O)C2COc3ccccc3O2)no1 (centres undefined)
 : 4, 12, -9, -1, -3, -3, 14, 0, 1
46) Clc1cccc(-c2nc3nc4ccccc4nc3n2Cc2ccco2)c1
 : 0, 2, 0, -1, -2, 6, -4, 15, -5
47) CC(=O)N=c1sc2ccccc2n1C
 : 3, 11, 0, 8, 2, -5, 0, 2, .
48) CCN1CCN(C(=O)c2cc3c(=O)n4ccccc4nc3n2Cc2ccccc2)CC1
 : -92, -13, -5, -17, -14, -5, -11, 13, -79
49) Cc1nc2nc(C)n(-c3ccccc3)c2s1
 : 12, 12, 6, 16, 0, 8, 4, 3, 25
50) NC[C@@]12CCCC1C1CCC2C1 (some centres undefined)
 : -12, -8, 0, 3, 1, 4, 1, -2, -15
51) CN1CCN(C2=Nc3cc(Cl)ccc3Nc3ccccc32)CC1
 : -8, 10, -5, 6, -2, 0, -8, 5, -21
52) CC1CC(C)CN(C(=O)C2CCCN(S(=O)(=O)c3cccc4nonc34)C2)C1 (centres undefined)
 : 12, 9, 0, -6, 9, 7, -16, 7, 6
53) CC(C)CC(C(=O)Nc1ccc2c(c1)OCCO2)N1C(=O)c2ccccc2C1=O (centres undefined)
 : 7, 10, 5, -2, 3, 4, 2, 2, -5
54) CCCCCC(=O)N1CC2(CC)CN(C(=O)CCCCC)CC(CC)(C1)C2=O
 : -22, 8, -3, 1, -2, 12, -1, 2, 4
55) CC(C(=O)NC(=O)NCc1ccccc1)N1C(=O)c2ccccc2C1=O (centres undefined)
 : -11, 7, 3, -4, 0, 1, 10, 19, -1

Entries shown so far containing a halogen, in the order listed:
The line under a structure holds: C1s block, CatG inh, CatB mixtures, CatS inh, CatB block, FXIa mix inh, FXIIa inh mix, AP ELISA ortho, CatL block
5) O=c1cc(CSc2nc3cc(Cl)ccc3o2)nc2sccn12
 : -1, 0, -7, -4, -3, 9, -1, 12, -4
12) Cc1ccc(NC(=O)N2CCC(c3nc4c(nnn4Cc4cccc(Cl)c4)c(=O)[nH]3)CC2)cc1
 : -9, -43, 0, 3, 2, -4, 2, 7, 11
15) Cc1cccc(C(=O)O)c1NC(=O)c1ccc(F)cc1
 : -9, -10, 44, 9, 13, 0, 13, 4, 6
19) CCOC(=O)c1cnc2c(Cl)c(Cl)ccc2c1N1CCN(C)CC1
 : 11, 12, 13, 6, 3, 11, 3, -1, 10
22) CCOc1ccc(C2C(C(=O)Nc3ccc(F)cc3)=C(C)Nc3nc(CCCO)nn32)cc1 (centres undefined)
 : 3, 10, 1, 7, 0, -4, -16, 4, 19
23) COC(=O)CN(c1ccc(F)cc1)S(=O)(=O)c1ccc2c(c1)OCCO2
 : -1, -1, 3, 23, -2, 8, -18, -8, .
29) O=C(O)CCCC(=O)Nc1ccc(C(=O)N2CCCCC2)c(Cl)c1
 : -5, -1, -2, 8, -3, 6, 4, 15, 15
40) Cc1noc(C)c1S(=O)(=O)N1CCN(C(c2ccccc2)c2ccc(Cl)cc2)CC1 (centres undefined)
 : -74, -4, -5, -12, 0, -21, 2, 22, -3
43) O=C(NC1CCCCC1)C(c1ccc(Cl)cc1)N(C(=O)c1cnccn1)c1ccc2c(c1)OCO2 (centres undefined)
 : 13, 13, 2, 10, 2, 7, 7, 0, -1
46) Clc1cccc(-c2nc3nc4ccccc4nc3n2Cc2ccco2)c1
 : 0, 2, 0, -1, -2, 6, -4, 15, -5
51) CN1CCN(C2=Nc3cc(Cl)ccc3Nc3ccccc32)CC1
 : -8, 10, -5, 6, -2, 0, -8, 5, -21

Assay outcomes: PubChem BioAssay, PCMD
